TDP1 inh: blocks human tyrosyl-DNA phosphodiesterase 1; Q9NUW8; recombinant TDP1, AlphaScreen DNA substrate cleavage; Potency, µM (doses to about 130 µM), without a hit: at the top dose activity change, negative = inhibition, most hits filed as inhibitors; actives 0.28% (n = 350,000); AID 485290; also: nearly all actives have a fitted effect of over 40% in size
Target sequence (Q9NUW8 whole entry, looked up): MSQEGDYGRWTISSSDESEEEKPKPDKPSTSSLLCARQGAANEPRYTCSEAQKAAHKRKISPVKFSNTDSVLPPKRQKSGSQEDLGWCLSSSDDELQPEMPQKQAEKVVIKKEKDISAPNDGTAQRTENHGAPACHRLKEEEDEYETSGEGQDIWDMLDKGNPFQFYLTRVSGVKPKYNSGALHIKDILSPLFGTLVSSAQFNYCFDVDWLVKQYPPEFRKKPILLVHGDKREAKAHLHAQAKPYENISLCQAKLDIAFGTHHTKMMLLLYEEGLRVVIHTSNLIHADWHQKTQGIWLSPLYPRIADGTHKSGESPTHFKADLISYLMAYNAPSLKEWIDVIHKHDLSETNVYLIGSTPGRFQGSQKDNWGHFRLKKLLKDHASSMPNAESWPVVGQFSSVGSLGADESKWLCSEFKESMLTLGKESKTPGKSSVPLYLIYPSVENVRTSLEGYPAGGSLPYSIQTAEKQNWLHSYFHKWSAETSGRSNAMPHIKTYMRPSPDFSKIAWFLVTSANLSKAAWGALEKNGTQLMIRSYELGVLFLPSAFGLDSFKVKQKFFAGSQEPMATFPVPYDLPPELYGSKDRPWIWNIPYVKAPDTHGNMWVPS
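Steps: enzyme plus compound, 15 min RT; add biotin/phosphotyrosine-FITC oligonucleotide (15 nM final), react 5 min; add donor/acceptor beads (10 ug/ml final), 10 min; read AlphaScreen. Tdp1 at 1 nM final.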
N370S GC mod: inhibits or activates N370S mutant glucocerebrosidase | AID 2101 | actives 0.092% (n = 330,000) | N370S GC spleen homogenate, 4MU-glucoside fluorescence | Potency, µM (titrated, usually from 59.4 µM), for inactives: top-dose activity change, negative = inhibition, actives largely listed as inhibitors | P04062;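 also: 0% = full enzyme activity and -100% = no enzyme basal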
FEN1 inh: human FEN1 inhibition; Recombinant FEN1 flap cleavage, fluorescence, 15 min; Potency, µM (doses to about 114 µM), inactives show at the top dose activity change, negative = inhibition, most hits filed as inhibitors; actives 0.35% (n = 390,000); also: nearly all actives have a fitted effect of over 65% in size
Target sequence (P39748 whole entry, looked up): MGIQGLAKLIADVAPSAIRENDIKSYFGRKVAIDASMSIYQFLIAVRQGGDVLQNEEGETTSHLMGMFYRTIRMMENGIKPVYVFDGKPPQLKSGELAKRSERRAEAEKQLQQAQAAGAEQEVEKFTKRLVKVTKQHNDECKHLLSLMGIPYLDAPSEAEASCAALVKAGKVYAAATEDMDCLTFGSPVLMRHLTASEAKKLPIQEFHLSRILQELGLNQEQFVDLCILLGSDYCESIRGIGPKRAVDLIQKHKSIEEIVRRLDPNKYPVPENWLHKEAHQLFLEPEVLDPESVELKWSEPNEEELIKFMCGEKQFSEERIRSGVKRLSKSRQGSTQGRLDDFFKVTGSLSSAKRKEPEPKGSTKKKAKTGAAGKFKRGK
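Concentration–response screening of FEN1 (10 nM): 15 min compound preincubation at room temperature, reaction started with 50 nM substrate and read at 0 and 15 min. Corrected, normalized data were fitted by a four-parameter Hill equation.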
* = called active by the depositor; u = inconclusive; x = not tested or not shown; [ ] = dose if it differs, or a comment. Calls follow the shape of the dose curve; as a rule, active = well fitted curve in the direction sought with a large enough effect; inconclusive = small, poorly fitted or top-dose-only effect, or another doubt; inactive = no such curve, though single readings can be large; an effect the other way counts as inactive or inconclusive. Unless noted, % is scaled to controls: 0 for no effect and ±100 for the full control effect; potency is read from the fitted curve at half-maximal effect. Compounds as they come; overall some 0.57% were active at least once.

Results follow in this order: N370S GC mod | FEN1 inh | TDP1 inh
> CCCN1Cc2cc(OC)ccc2-c2ccccc2S1(=O)=O
  x | 5.5% | 0.5%[56.1 µM]
> CC1CCN(C(=O)c2[nH]cnc2C(=O)N[C@@H](Cc2ccccc2)C(=O)OC(C)(C)C)CC1
  5.9% | -3.9% | x
> c1ccc(-c2noc(-c3cccnc3NCc3ccco3)n2)cc1
  x | -0.7% | 5.7%
> Cc1cc(NC(=O)C2(c3ccccc3)CCCC2)no1
  -13.5% | -2.2% | -2.3%
> Cc1nc(SCCC(C)C)c([N+](=O)[O-])[nH]1
  2.0% | -6.6% | 6.0%
> COc1cc2nc(N(CCCN(C)C)C(=O)c3ccc(S(=O)(=O)N4CCc5ccccc5C4)cc3)sc2cc1OC
  u | -10.9% | x
> O=S(=O)(c1ccc(NC(=S)NCc2ccco2)cc1)N1CCCC1
  14.0% | -1.9% | 3.2%
> O=C(O)c1ccccc1-c1ccccc1C(=O)Nc1nccs1
  5.0% | -18.9% | 3.7%
> CSc1nncc(-c2ccc(F)c(F)c2)n1
  11.2% | -0.2% | -2.9%
> COc1ccc(N2C(=O)CC(N(CCc3ccc(S(N)(=O)=O)cc3)C(=S)Nc3ccccc3)C2=O)cc1 (stereo not given)
  8.5% | 2.8% | u

Next section
Results follow in this order: N370S GC mod | FEN1 inh | TDP1 inh
> CCOc1cc(/C=C(/C#N)c2ccc(Cl)cc2)cc(Cl)c1OCC(=O)O
  7.9% | -9.9% | 5.4%
> O=c1c2ccccc2c(-c2ccccc2)nn1-c1cc(Cl)ccc1[N+](=O)[O-]
  14.2% | -2.4% | 9.2%
> CCCn1cnc2cc(NCc3ccccc3OCC)ccc21
  x | -13.1% | 10.0%
> O=C(NC1CCCc2ccccc21)C12CC3CC(CC(O)(C3)C1)C2 (stereo not given)
  14.9% | 17.9% | 7.9%
> CCN(CC(=O)Nc1ccc(NC(C)=O)cc1)C(=O)COc1ccccc1Cc1ccccc1
  -23.3% | -4.2% | 2.5%
> CC(Cc1nnc(N)s1)c1ccccc1 (stereo not given)
  1.3% | -10.3% | 3.6%
> Cc1ccc(C)c(Cn2nnc3c(=O)[nH]c(C4CCCN(C(=O)c5ccco5)C4)nc32)c1 (stereo not given)
  -5.9% | -20.6% | x
> CC(C)C(C)(C#N)NC(=O)CSc1nnc(-c2ccccc2)o1 (stereo not given)
  3.6% | 1.1% | 5.0%
> Cc1nnc(NC(=O)CN2C(=O)c3ccccc3S2(=O)=O)s1
  0.8% | 11.2% | 0.7%
> COCCNS(=O)(=O)c1ccc2c3c(cccc13)C(=O)N2C
  -6.6% | 9.7% | -5.1%

Later entries
Results follow in this order: N370S GC mod | FEN1 inh | TDP1 inh
> NC(=O)C1(NC(=O)[C@@H]2CC3(CC(c4cccc(NC(=O)[C@@H]5CCC(=O)N5)c4)=NO3)CN2C(=O)c2ccccc2)CC1 (stereo not given in full)
  3.0% | 3.0% | 1.9%
> CCCCNCC1CCCO1 (stereo not given)
  -2.8% | -3.8% | 0.0%
> N/C(Cc1nc(-c2ccc(Cl)cc2)cs1)=N/O
  2.2% | 8.4% | 2.5%
> CN(C(=O)COc1coc(CN2CCN(c3ccccc3)CC2)cc1=O)c1ccccc1
  -4.3% | -6.3% | -0.2%
> COc1ccc(C)cc1N(C(=O)CNC(=O)c1ccco1)C(C(=O)NCC1CCCO1)c1ccccc1 (stereo not given)
  -25.9% | -0.8% | 5.2%
> COC(=O)/C(=C1\OC(=O)C(c2ccccc2)C1=O)c1ccccc1 (stereo not given)
  11.0% | x | 4.5%[56.1 µM]
> COc1ccc(/C=N/n2c(C)nc3sc(C)c(C)c3c2=O)cc1
  3.8% | -3.4% | 2.4%
> CCc1ccc(Nc2ncc3c(n2)CC(C)(C)CC3=O)cc1
  4.4% | 0.0% | 1.2%
> Cc1ccn2c(=O)nc(SCc3cccc(C(F)(F)F)c3)nc2c1
  u | -3.0% | 7.4%
> Cc1c(C(=O)Nc2nc3ccccc3[nH]2)oc2ccc(Br)cc12
  14.7% | -4.8% | 11.0%

(list continues)
Results follow in this order: N370S GC mod | FEN1 inh | TDP1 inh
> Cc1ccc(-c2cc(C(=O)OCC(=O)Nc3ncc(C(F)(F)F)cc3Cl)c3ccccc3n2)cc1
  4.7% | 0.5% | 2.6%
> O=C(CSc1nnc(NC(=O)c2ccccc2F)s1)NC1CC1
  1.0% | -2.6% | 9.9%
> O=C(O)c1ccccc1Nc1ccc([N+](=O)[O-])cc1C(=O)O
  -5.3% | -10.9% | x
> CC1CCN(S(=O)(=O)c2cccc(C(N)=O)c2)CC1
  7.2% | -1.9% | 5.3%
> O=C(CCC(=O)N1CCOc2ccccc21)NCCCN1CCOCC1
  -20.9% | 6.9% | x
> Fc1ccc(C2=NOC(c3nnc(-c4ccccc4)o3)C2)cc1 (stereo not given)
  3.0% | 9.4% | 3.8%
> COc1ccc(CNC(=O)CCOc2ccc(C(C)(C)C)cc2)cc1
  16.9% | 7.7% | -2.0%
> O=C(CN1C(=O)CNC1=O)Nc1ccc(Cl)cc1
  13.8% | 14.0% | 1.2%
> CCC(=O)Nc1cc(=O)[nH]c2nc(-c3ccc(Cl)cc3)nn12
  0.3% | -12.9% | 5.2%
> CC1CN(C(=S)SCC(=O)c2ccc(Cl)cc2)CC(C)O1 (stereo not given)
  3.1% | 8.9% | 2.7%

Remaining list, next part
Results follow in this order: N370S GC mod | FEN1 inh | TDP1 inh
> O=C(NC1CCCCCC1)c1cc2c(=O)n3ccccc3nc2s1
  u | -1.7% | 10.3%
> O=C(/C=C/c1ccc(Br)o1)NC(c1ccccc1)c1ccccc1
  u | u | 2.6%
> O=C(Nc1ccc(F)cc1)N1CCCCCC1
  0.7% | 18.7% | 3.7%
> CC(=O)N(CN1C(=O)c2ccccc2C1=O)c1ccccc1
  -1.2% | -3.5% | -1.1%
> COc1ccc(CNC(=O)c2cc(=O)c3cc(C)c(C)cc3o2)cc1
  -18.8% | -17.0% | x
> O=C(O)CCCNS(=O)(=O)c1ccc2ccccc2c1
  5.1%[2.35 µM] | 17.6% | 2.0%
> CCN1CCN(C(=O)CCc2nnc(CCCCc3ccccc3)o2)[C@@H](C)C1=O
  -6.3% | -0.1% | 0.0%
> COC(=O)c1ccc(C(=O)OC)c(NC(=S)N2CCN(c3cccc(Cl)c3)CC2)c1
  2.9% | 2.6% | 3.4%
> CC(C)C(=O)NC(c1cccs1)c1cc([N+](=O)[O-])c2cccnc2c1O (stereo not given)
  5.5% | -20.4% | 3.0%
> CCC(CCC(=O)Nc1ccc(S(N)(=O)=O)cc1)C(=O)O (stereo not given)
  -8.1% | -5.9% | 0.0%

Next part
Results follow in this order: N370S GC mod | FEN1 inh | TDP1 inh
> CC(C)c1c(C(=O)N/N=C/c2ccc(OCc3ccc(F)cc3)cc2)nnn1-c1nonc1N
  2.8% | 0.2% | 0.9%
> Cc1cc(NC(=O)Nc2ccc(F)cc2)no1
  3.3% | 2.8% | -11.5%
> COc1ccc(Cn2ccc3nc(C)c(C(=O)NCc4ccc(F)cc4)cc3c2=O)cc1
  x | -6.2% | 7.1%
> CCc1noc(C)c1C(=O)Nc1nc(-c2ccc(F)cc2)c(C)s1
  -5.3% | -6.4% | 2.4%
> NC(=O)c1cccc2c1-c1ccccc1/C2=N/NC(N)=S
  -15.4% | -14.2% | x
> Cc1nn(C)c(Oc2ccccc2)c1CCNS(=O)(=O)c1ccccc1
  -19.0% | -3.1% | 6.3%
> O=C1CSC(c2ccccc2[N+](=O)[O-])N1CCc1ccccc1 (stereo not given)
  -2.1% | -7.8% | 7.4%
> Oc1ccc(CCNc2c3ccccc3nc3ccccc23)cc1O
  u | 17.8µM* | x
> COc1cc(C(N)=O)ccc1OCc1ccccc1
  2.5% | -9.6% | -2.0%
> COc1cc(NC(=O)c2cccnc2Sc2ccc(Cl)cc2)cc(OC)c1OC
  -4.7% | 6.0% | 1.9%

Record cards, as listed above. Screens in order: N370S GC mod | FEN1 inh | TDP1 inh
`COc1cc(NC(=O)c2cccnc2Sc2ccc(Cl)cc2)cc(OC)c1OC` is listed as -4.7% | 6.0% | 1.9%
`Cc1cc(NC(=O)Nc2ccc(F)cc2)no1` is listed as 3.3% | 2.8% | -11.5%
`CC(C)c1c(C(=O)N/N=C/c2ccc(OCc3ccc(F)cc3)cc2)nnn1-c1nonc1N` is listed as 2.8% | 0.2% | 0.9%
`COc1ccc(Cn2ccc3nc(C)c(C(=O)NCc4ccc(F)cc4)cc3c2=O)cc1` is listed as x | -6.2% | 7.1%
`O=C1CSC(c2ccccc2[N+](=O)[O-])N1CCc1ccccc1` (stereo not given) is listed as -2.1% | -7.8% | 7.4%

(continued)
Results follow in this order: N370S GC mod | FEN1 inh | TDP1 inh
> Cc1ccc(N(CC(=O)NCc2ccc(F)cc2)C(=O)CCC(=O)Nc2ccccn2)cc1C
  -1.2% | 4.5% | 1.2%
> COc1ccc(C(=O)N/N=C(\C)Cn2cnc([N+](=O)[O-])n2)cc1
  2.7% | 3.7% | 8.9%
> CC1CC(C)(C)CC2(C1)NC(=O)N(CC(=O)Nc1ccc(N3CCCCC3)cc1)C2=O (stereo not given)
  -11.3% | -13.7% | 7.8%
> COc1ccc(NC(=O)Cn2nc(SC)c(S(=O)(=O)c3ccc(C)cc3)c2N)cc1OC
  x | -13.9% | 0.0%
> COc1ccc(Cl)cc1S(=O)(=O)N1CCCC(C(=O)NCCc2ccccc2)C1 (stereo not given)
  -1.2% | 0.3% | 4.0%
> CCCN(CCC)CCNC(=O)c1cc2c(C)nc3ccccc3c2o1
  -2.3% | -27.4% | 6.1%
> S=C(c1cn(CCOc2cccc3ccccc23)c2ccccc12)N1CCCC1
  7.8% | -11.4% | 2.6%
> c1csc(-c2nc(N3CCCCC3)no2)c1
  5.2% | 8.8% | x
> Cc1cc(C(=O)CSc2ccc(F)cc2)cc(C)c1OC(=S)N(C)C
  2.3% | -8.7% | -2.3%
> COc1ccc(CCNC(=O)c2ccc(Cl)cc2Cl)cc1
  5.8% | 14.6% | -2.0%

Later entries
Results follow in this order: N370S GC mod | FEN1 inh | TDP1 inh
> Cc1ccc(Cn2nnnc2CN2CCC(NC(=O)c3ccccc3F)CC2)cc1
  9.7% | -4.2% | 5.1%
> COc1ccc(CNC(=O)COC(=O)/C=C/c2cccc(Cl)c2)cc1
  x | -4.2% | 0.3%
> C/C=C(/C)C(=O)Nc1cccc(C2=NOC3(C2)C[C@H](C(N)=O)N(C(=O)c2ccc(Cl)cc2)C3)c1 (stereo not given in full)
  -9.4% | 18.1% | -2.4%
> O=C(OCc1c(Cl)cccc1Cl)c1cccnc1
  6.1% | -5.8% | 7.0%
> O=C(O)c1ccccc1OCCOc1ccccc1
  -0.6% | -7.6% | 2.6%
> CC[C@H](C)C(C(=O)N1CCN(C(=O)OC(C)(C)C)CC1)n1cc(C(CC(C)C)NC(=O)OC(C)(C)C)nn1 (stereo not given in full)
  -1.3% | 5.6% | 3.8%
> O=C(O)c1ccc(N/N=C/c2ccc3ncccc3c2)cc1
  u | -23.6% | x
> CSc1nsc(SCc2ccc(F)cc2)n1
  -4.5% | -5.1% | x
> CC(C)=CCC/C(C)=C/CNC(=O)CC1C[C@H](C(=O)N2CCCCC2)[C@@]2(C)c3[nH]c4ccccc4c3CCN2C1=O (stereo not given in full)
  x | -7.0% | 2.4%
> CC(NS(=O)(=O)c1ccc(Br)cc1)C(=O)NC1CCCCCC1 (stereo not given)
  -1.9% | 6.5% | 4.6%

Other compounds follow.
Results follow in this order: N370S GC mod | FEN1 inh | TDP1 inh
> O=C(N/N=C/c1cccnc1)c1cccs1
  3.2% | 2.4% | 6.0%
> CN(C(=O)Cn1cc(C#N)c2ccccc21)c1ccccc1
  -9.7% | -6.0% | 1.2%
> CC1Cc2ccccc2N1C(=O)CSc1nnc(NC(=O)Cc2cccs2)s1 (stereo not given)
  -2.3% | -0.4% | 2.3%
> CCCn1c(SCC(=O)c2ccc3c(c2)NC(=O)CO3)nc2ccccc21
  -10.6% | -13.8% | 3.4%
> COc1cc(/C=C2/C(=O)NN(c3ccc(Cl)cc3)C2=O)cc(Br)c1O
  -5.5% | 14.2% | x
> CC(C)(C)OC(=O)N1CCC(c2c(C(=O)Nc3ccc4c(c3)OCCO4)cnn2-c2ccc(F)cc2F)CC1
  x | -22.3% | -1.1%
> CCc1ccc2nc(NC(=O)CN3C(=O)NC4(CCCC4)C3=O)sc2c1
  x | -1.1% | 1.1%
> Cc1ccc(NC(=O)CSc2ccccn2)cc1S(=O)(=O)N1CCOCC1
  -4.1% | 10.8% | 3.1%
> COc1ccc(CNC(=O)CCSCc2ccc(C)cc2)cc1
  0.7% | -1.6% | 1.2%
> O=C(O)/C(=C/c1c(C(=O)O)[nH]c2cc(Cl)cc(Cl)c12)c1ccccc1
  -6.4% | x | 6.9%[56.1 µM]

Further entries follow:
Results follow in this order: N370S GC mod | FEN1 inh | TDP1 inh
> COCCCNC(=O)CCCCn1c(=O)c2ccccc2n(CC(=O)Nc2ccc(C)cc2C)c1=O
  x | 16.6% | -4.5%
> Cc1ccc(-n2ncc3c(=O)n(CC(=O)Nc4cccc(Cl)c4)cnc32)cc1C
  9.0% | -7.9% | 2.9%
> CC(=O)c1ccc(-c2cccs2)s1
  u | -2.9% | 2.4%
> O=c1[nH]c(CSc2nnc(Cc3ccccc3)o2)nc2ccccc12
  -12.9% | 11.6% | -5.3%
